Screening results: PubChem, Sanford-Burnham Center for Chemical Genomics
TAG inh: inhibitors of triacylglycerol accumulation, primary screen, cell-based, uHTS, fluorescence, H9c2 | AID 651582, 2012 | H9c2 cells, Nile Red lipid (TAG) fluorescence; cells loaded with 200 µM oleic acid | inhibition, % at 12.5 µM | hit rate 0.66% among 230,000;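 active = pattern-corrected inhibition of lipid staining of at least 50% with the nuclear-stain viability signal not falling by more than 50%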;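 also: 0% = DMSO wells and 100% = triacsin C control wells; some results filed as inactive read as strong as hits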
TAG inh DAPI viability: second read-out of TAG inh, no call of its own (marks repeat the call); DAPI nuclei signal change (viability), lower = more cytotoxic, %;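 whole-well DAPI fluorescence read on a plate reader as a viability signal; minus 50 percent equals half of cells still viable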
* = called active by the depositor. Some of the compounds tested; count on the stated rates, not on these rows.

The line under a structure holds: TAG inh | TAG inh DAPI viability
1. Nc1ccn([C@@H]2O[C@H](CNCc3cc(Cl)ccc3OCc3ccc(Cl)cc3)[C@@H](O)[C@H]2O)c(=O)n1
    -4 | 17
2. CCN(CC(=O)Nc1ccc(NC(C)=O)cc1)C(=O)/C=C/c1c(C)nn(-c2ccc(F)cc2)c1Cl
    16 | -5
3. Cc1cccc(NC(=O)c2ccc(COc3ccc(Cl)cc3Cl)o2)n1
    -2 | 3
4. Cc1cccc(N2CCN(C(=O)c3cc(S(=O)(=O)N(C)C)ccc3N3CCCC3)CC2)c1C
    -25 | -9
5. CC(C)(C)N1CC(C(=O)Nc2ccc(C#N)cc2)CC1=O (stereo not given)
    -10 | 4
6. OC(c1cc(-c2cccc(Cl)c2)nc2ccccc12)C1CCCCN1 (stereo not given)
    131 | -64
7. CN(C)S(=O)(=O)Nc1cc(Cl)cc(Cl)c1
    8 | -8
8. CCN(CC)S(=O)(=O)c1ccc(N2CCCC2)c(NC(=O)c2ccc(OC)cc2OC)c1
    -5 | -5
9. O=C(Oc1cccnc1)c1cc2ccccc2oc1=O
    -12 | -6
10. Nc1cc2nsnc2cc1Br
    113 | -64
11. O=C(C1=NN[C@@H]2C(=O)N(Cc3ccccc3)C(=O)[C@H]12)c1ccc([N+](=O)[O-])cc1
    -22 | 3
12. CN(CC(=O)Nc1ccc(F)c(F)c1F)C(=O)C1CCCN1C(=O)c1cccs1 (stereo not given)
    24 | -21
13. Cn1c(=O)c2c(ncn2CC(=O)Nc2nc(-c3ccccc3Cl)cs2)n(C)c1=O
    -10 | -1
14. COc1cccc(C(=O)C2=NN(C(C)=O)CC2c2ccco2)c1 (stereo not given)
    -8 | 7
15. COc1ccc(S(=O)(=O)N2CCN(C(=O)C3COc4ccccc4O3)CC2)cc1 (stereo not given)
    -1 | -4
16. O=C1C2C3CC(C2C(=O)N1c1cccc(Cl)c1)[C@H](O)C3O (stereo not given in full)
    19 | -23
17. CCS(=O)(=O)N1CCN(C(=O)c2ccccc2[N+](=O)[O-])CC1
    6 | -8
18. CCOc1ccc2nc(NC(=O)/C=C/c3ccc4c(c3)OCO4)sc2c1
    17 | 15
19. COc1ccc(C2CC(c3ccc(Cl)c(Cl)c3)Nc3nc(N)nn32)cc1 (stereo not given)
    23 | -5
20. CCc1nc(SCC(=O)Nc2cccc(C(F)(F)F)c2)c2c(=O)n(C)c(=O)n(C)c2n1
    16 | -3

Quoted at random: 2 entries already listed.
The line under a structure holds: TAG inh | TAG inh DAPI viability
17. CCS(=O)(=O)N1CCN(C(=O)c2ccccc2[N+](=O)[O-])CC1
    6 | -8
20. CCc1nc(SCC(=O)Nc2cccc(C(F)(F)F)c2)c2c(=O)n(C)c(=O)n(C)c2n1
    16 | -3

(listing goes on)
The line under a structure holds: TAG inh | TAG inh DAPI viability
21. CCOC(=O)N(Cc1ccccc1)Cc1ccc(C(=O)N[C@@H](Cc2ccccc2)C(=O)O)cc1
    -7 | -1
22. CN(C(=O)COC(=O)c1c2c(nc3ccccc13)/C(=C/c1cccc([N+](=O)[O-])c1)CCC2)C1CCS(=O)(=O)C1 (stereo not given)
    23 | -20
23. N#Cc1ccc(OCC(=O)N2CCc3ccccc32)cc1
    -7 | -3
24. CCN(CC)C(=O)C(=O)Nc1ccc(OC)c(Cl)c1
    -15 | 7
25. CCc1sc(C(=O)Nc2ccccc2N2CCOCC2)cc1C
    5 | 3
26. CC(=O)c1ccc2c(c1)OCCOCCOCCOCCOCCO2
    -5 | 2
27. N#Cc1ccc(-c2csc(-c3ccno3)n2)cc1
    -8 | 2
28. C/C(=N\NC(=O)CC1N=C(Cc2ccccc2)NNC1=O)c1ccc(Br)cc1 (stereo not given)
    12 | -8
29. Cc1cccc(C(=O)NC(CC(=O)O)c2ccc(OC3CCCC3)cc2)c1[N+](=O)[O-] (stereo not given)
    -3 | -2
30. CC[C@H](C)C(N)c1cn(C(CCCN=C(N)N)C(=O)N2CCNCC2)nn1 (stereo not given in full)
    5 | -6
31. COc1ccc(-c2csc(Nc3ccc(C)cn3)n2)cc1
    -1 | -2
32. CCCc1nc2ccccc2c(C(=O)OCC(=O)Nc2cccc(S(=O)(=O)N3CCOCC3)c2)c1CC
    -15 | 11
33. C=CCc1c(O)c(CC)cc2c(C)cc(=O)oc12
    -3 | 27
34. COCCOc1cc(COC)nc(-c2cccc(C)c2)n1
    13 | -6
35. COc1cccc2sc(N(CCCN(C)C)C(=O)c3ccc(S(=O)(=O)N4CCCc5ccccc54)cc3)nc12
    6 | 4
36. COc1ccc(OC)c(S(=O)(=O)NCCCc2ccccc2)c1
    -18 | 3
37. C[C@H]1CN([C@@H](C)CO)S(=O)(=O)c2ccc(C#CC3CC3)cc2O[C@H]1CN(C)C(=O)c1cccnc1
    -1 | 6
38. O=C(c1cn(CC(=O)N2CCCCC2)c2ccccc12)C1CC1
    6 | 9
39. CN(CC(=O)Nc1ccccc1Br)C(=O)c1ccccc1OCc1ccc(Cl)cc1
    -18 | -8
40. COc1ccc2nc(SCC(=O)Nc3ccccc3)[nH]c2c1
    4 | -12
41. COc1ccc(OC)c(-n2c(=S)[nH]c3c(sc(=S)n3-c3ccccc3C)c2=O)c1
    -4 | -5
42. Cc1nn(-c2ccc(C(=O)O)cc2)c(N)c1-c1ccccc1
    -13 | 14
43. COC(=O)C(NC(=O)COc1ccccc1)(Nc1nc2c(s1)CCCC2)C(F)(F)F (stereo not given)
    -11 | 15
44. CS(=O)(=O)c1ccc(C2=C(c3ccccc3)C(=O)OC2)cc1
    2 | -4
45. Cc1c(NC(=O)CN2C(=O)c3ccccc3C2=O)c(=O)n(-c2ccccc2)n1C
    -18 | 4
46. COc1ccc(NC(=S)c2ccc(N(C)C)cc2)cc1
    -6 | -5
47. c1coc(-c2nc3ccccc3s2)c1
    -1 | 8
48. CCN(CC)CCCC(C)NC(=O)c1cccc(S(=O)(=O)N2CCc3ccccc32)c1 (stereo not given)
    4 | 6
49. O=C(COc1ccc([N+](=O)[O-])cc1)NNC(=O)c1cccs1
    1 | 7
50. Cc1ccc(CONC(=O)c2ccc([N+](=O)[O-])cc2)cc1
    -9 | 3
51. CC(C)(C)OC(=O)CNC(=O)c1nc[nH]c1C(=O)NCc1ccc(CNC(=O)OC(C)(C)C)cc1
    -1 | 4
52. CCNC(=S)N/N=C/c1ccco1
    16 | -8
53. CCOc1cccc(-c2nc(C(N)=O)c3[nH]c(=O)n(-c4cccc(Cl)c4)c3n2)c1O
    42 | -3
54. Cc1cccc(-n2ncc3c2CCCC3NC(=O)C2CCOCC2)c1C (stereo not given)
    -6 | -7
55. Cc1ccc(-c2cn3cccnc3n2)cc1
    -28 | 44
56. CN(Cc1ccccc1)c1ccc(C(CC(N)=O)NC(=O)Cc2ccc(Br)cc2)cc1[N+](=O)[O-] (stereo not given)
    -3 | -6
57. COc1ccc(C)cc1NC(=O)NCc1ccccc1F
    6 | -2
58. O=C(N/N=C/c1ccncc1)c1nc(-c2ccccc2)n2c1CCCCC2
    -6 | -2
59. CCOC(=O)N1CCN(C(=O)Cn2ncc3ccccc32)CC1
    18 | 2
60. COc1ccc(C(=O)NC(=S)NC(C)c2ccccc2)cc1 (stereo not given)
    -9 | -4

Single records, as listed above. Screens in order: TAG inh | TAG inh DAPI viability
`CCNC(=S)N/N=C/c1ccco1` is listed as 16 | -8
`Cc1c(NC(=O)CN2C(=O)c3ccccc3C2=O)c(=O)n(-c2ccccc2)n1C` is listed as -18 | 4

Next entries.
The line under a structure holds: TAG inh | TAG inh DAPI viability
61. O=C(c1ccc([N+](=O)[O-])o1)N1CCN(c2nc3c(F)cc(F)cc3s2)CC1
    2 | -32
62. O=C(OCc1cn([C@H]2CN(Cc3cccs3)[C@@H](c3ccc(Cl)cc3)C[C@@H]2O)nn1)c1ccccc1
    7 | 3
63. Cc1ccc(NC(=O)C=NOCC(=O)Nc2cc(C)cc(C)c2)cc1
    -10 | -4
64. NS(=O)(=O)c1ccc(CCNC(=O)CSc2nc3ccccc3c(=O)n2CCC(=O)N2CCCCC2)cc1
    -4 | -11
65. COc1cccc(-c2nn(-c3ccccc3)cc2CN(C)C(C)c2ccon2)c1 (stereo not given)
    -6 | 2
66. CSc1ccc(S(=O)(=O)NCC(=O)OC(C)C(=O)NCc2ccccc2)cc1[N+](=O)[O-] (stereo not given)
    11 | -8
67. O=C(CCN1CCOCC1)Nc1ccc2c(c1)CCC2
    -18 | -1
68. O=C1CC(c2cccnc2)c2cc3c(cc2N1)OCO3 (stereo not given)
    -11 | -2
69. Cc1ccc(C(=O)Nc2cccc(S(=O)(=O)N(C)c3ccccc3)c2)o1
    12 | -12
70. CCOCC(=O)Nc1cccc(C(=O)OCC)c1
    2 | -4
71. CSc1ncccc1C(=O)OCc1ccccc1Cl
    5 | 0
72. CCN1C(=O)[C@H]2[C@@H](c3ccc(C)cc3)N[C@]3(CCCN(Cc4ccco4)C3=O)[C@H]2C1=O
    -3 | 0
73. COc1ccc2nc(SCC(=O)Nc3ccc4sc(C)nc4c3)c(C#N)cc2c1
    -100 | -6
74. CCCCn1c(=O)[nH]c(=O)c2c1nc(-c1ccc(-c3ccccc3Br)o1)n2CCOC
    19 | 27
75. CN1CCN(/N=C/c2ccc(-c3ccc([N+](=O)[O-])cc3)o2)CC1
    -12 | 11
76. N#CCn1cc(/C=N/NC(=O)c2cc3c(ccc4ccccc43)o2)c2ccccc21
    26 | 27
77. Cc1cc(C)cc(N(CC(=O)Nc2ccccc2)C2=NC3CS(=O)(=O)CC3S2)c1 (stereo not given)
    7 | -2
78. Cc1ccccc1-c1n[nH]nc1C1=CC(=O)CC(C)(C)C1
    8 | -17
79. CCOc1c(Br)cc(CNc2ccc(N3CCOCC3)cc2)cc1OC
    0 | -10
80. Cc1cc(C(=O)Cn2nc(C(=O)O)c3ccccc3c2=O)c(C)n1-c1cccc(C(F)(F)F)c1
    -10 | 8
81. Cc1ccc(NC(=O)C(C)SCc2nc3sc4c(c3c(=O)[nH]2)CCCC4)nc1 (stereo not given)
    10 | 3
82. CCN(C(=S)NCc1ccccc1)c1ccccc1
    -3 | -1
83. CSc1nc2sc(-c3ccccc3)cc2c(=O)n1N
    6 | 12
84. O=[N+]([O-])c1cc(C(F)(F)F)cc([N+](=O)[O-])c1N1CCCNCC1
    13 | 22
85. Cc1ccc(NC(=O)CN(C)S(=O)(=O)c2cccc3nsnc23)cc1
    5 | 0
86. O=C(NCCc1ccccn1)C1CCN(S(=O)(=O)c2ccc3ccccc3c2)CC1
    8 | 6
87. Cc1ccc(C(=O)OCc2cc(=O)n3c(C)csc3n2)s1
    17 | -3
88. Cc1ccc(NCCC(=O)c2ccccc2)cc1Cl
    2 | -7
89. Cc1cccc(C)c1NC(=O)c1csc([C@H]2C[C@H](O)[C@@H](CO)O2)n1
    0 | 5
90. CCCS(=O)(=O)N1CCCC(C(=O)NCCN2CCC(Cc3ccccc3)CC2)C1 (stereo not given)
    12 | 4
91. Cc1ccccc1C(=O)N1[C@@H](C(C)C)COc2cc(Br)ccc2S1(=O)=O
    8 | -4
92. NS(=O)(=O)c1ccc(NC(=O)CSc2nc3ccccc3c(=O)n2Cc2ccncc2)cc1
    11 | -11
93. CS(=O)(=O)c1ccc(NC(=O)c2cc3c(cc2Cl)N2CCCCCC2=NS3(=O)=O)cc1
    -8 | 1
94. COCCn1c(SCC(=O)Nc2nnc(C)s2)nnc1-c1ccco1
    1 | -1
95. CC12CCC(=O)N1C(C(=O)Nc1nnc(SCc3ccccc3)s1)CS2 (stereo not given)
    5 | 0
96. Cn1c(CCNC(=O)OC(C)(C)C)n[nH]c1=S
    4 | -14
97. Cc1cc(NS(=O)(=O)c2ccc(NC(=O)/C=C/c3ccccc3Cl)cc2)no1
    1 | 0
98. O=C(Nc1cc(C(F)(F)F)ccc1N1CCOCC1)c1ccc[n+]([O-])c1
    1 | 2
99. O=c1c2ccccc2nc(-c2ccccc2)n1O
    3 | -2
100. CCOc1cc(-c2noc(-c3cccnc3)n2)ccc1OC
    14 | -1

Part of the list above, with each value named:
97: Cc1cc(NS(=O)(=O)c2ccc(NC(=O)/C=C/c3ccccc3Cl)cc2)no1
  TAG inh: 1
  TAG inh DAPI viability: 0
98: O=C(Nc1cc(C(F)(F)F)ccc1N1CCOCC1)c1ccc[n+]([O-])c1
  TAG inh: 1
  TAG inh DAPI viability: 2
99: O=c1c2ccccc2nc(-c2ccccc2)n1O
  TAG inh: 3
  TAG inh DAPI viability: -2
100: CCOc1cc(-c2noc(-c3cccnc3)n2)ccc1OC
  TAG inh: 14
  TAG inh DAPI viability: -1

Carrying on.
The line under a structure holds: TAG inh | TAG inh DAPI viability
101. O=C(N/N=C/c1ccc2c(c1)OCO2)c1cc(-c2ccncc2)nc2ccccc12
    54* | -18*
102. O=C(O)c1oc2ccccc2c1CSc1ccccn1
    17 | 6
103. O=C(CCCSc1nc2ccccc2c(=O)[nH]1)c1ccc(F)cc1
    -5 | 1
104. COc1ccc(S(=O)(=O)N2CCOCC2)cc1C(=O)Nc1cc(C)on1
    -21 | 16
105. O=C(NNc1c([N+](=O)[O-])cc(C(F)(F)F)cc1[N+](=O)[O-])c1ccco1
    2 | 5
106. COc1ccc(NC(=O)C2(C)CCCN(C(C)C)C2)cc1OC (stereo not given)
    2 | 7
107. COc1cc(C(=O)NN2C(=O)NC3(CCC(C)CC3)C2=O)ccc1OC(F)F (stereo not given)
    0 | -14
108. CCN(CC)CC(O)CN1C(=O)NC(C)(C)C1=O (stereo not given)
    11 | -11

Taken from above.
CCc1sc(C(=O)Nc2ccccc2N2CCOCC2)cc1C @ TAG inh = 5
CCOc1c(Br)cc(CNc2ccc(N3CCOCC3)cc2)cc1OC @ TAG inh = 0
COc1ccc(NC(=S)c2ccc(N(C)C)cc2)cc1 @ TAG inh = -6
CCOC(=O)N1CCN(C(=O)Cn2ncc3ccccc32)CC1 @ TAG inh DAPI viability = 2
CCOCC(=O)Nc1cccc(C(=O)OCC)c1 @ TAG inh = 2
O=c1c2ccccc2nc(-c2ccccc2)n1O @ TAG inh = 3
O=C(N/N=C/c1ccncc1)c1nc(-c2ccccc2)n2c1CCCCC2 @ TAG inh DAPI viability = -2
